TAG inh – inhibitors of triacylglycerol accumulation, primary screen, cell-based, uHTS, fluorescence, H9c2; H9c2 cells, Nile Red lipid (TAG) fluorescence; cells loaded with 200 µM oleic acid; inhibition, % at 12.5 µM; 230,000 tested, 0.66% active; AID 651582, 2012;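 active means pattern-corrected inhibition of lipid staining of at least 50% with the nuclear-stain viability signal not falling by more than 50%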;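 further: 0% = DMSO wells and 100% = triacsin C control wells; some results filed as inactive read as strong as hits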
TAG inh DAPI viability – also measured in TAG inh; calls as there; DAPI nuclei signal change (viability), lower = more cytotoxic, %;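 whole-well DAPI fluorescence read on a plate reader as a viability signal; minus 50 percent equals half of cells still viable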
* = called active by the depositor.

What do the screens show for `Fc1ccccc1Cc1ccc(Cl)nn1`?
TAG inh: 7; TAG inh DAPI viability: -7

How did COc1ccc(C2NC(=O)c3ccccc3N2)cc1OC (stereo not given) do in these assays?
TAG inh: 3; TAG inh DAPI viability: 3

What do the screens show for `CC(=O)Nc1ccc(N2CCC(C)CC2)c([N+](=O)[O-])c1`?
TAG inh: 14; TAG inh DAPI viability: -8

How did COc1ccc(CC(N)c2csc(NC(=O)Nc3ccccc3C(C)C)n2)cc1 (stereo not given) do in these assays?
TAG inh: 58*; TAG inh DAPI viability: -24*

What do the screens show for `NNC(=S)Nc1ccc(Cl)cc1`?
TAG inh: -32; TAG inh DAPI viability: -2

Results for CCC(=O)N(C)C[C@@H]1Oc2ncc(Br)cc2C(=O)N([C@@H](C)CO)C[C@H]1C ?
TAG inh: 7; TAG inh DAPI viability: 1

What do the screens show for `Cc1ccnc(NS(=O)(=O)c2ccc(N)cc2)n1`?
TAG inh: 3; TAG inh DAPI viability: -13

Results for CC1CCN(C(=O)C2COc3ccccc3O2)CC1 (stereo not given) ?
TAG inh: 1; TAG inh DAPI viability: -1

How did O=C(CN1C(=O)S/C(=C\C=C\c2ccccc2)C1=O)N1CCOCC1 do in these assays?
TAG inh: 8; TAG inh DAPI viability: 5

Results for COc1ccc(-c2cc(NCCc3ccncc3)n3ncnc3n2)cc1 ?
TAG inh: 10; TAG inh DAPI viability: 2

How did COc1ccc(OCCSc2nnc(-c3ccoc3C)n2C)cc1 do in these assays?
TAG inh: -6; TAG inh DAPI viability: 18

How did O=C(Nc1ccccc1N1CCOCC1)C1=COCCO1 do in these assays?
TAG inh: 7; TAG inh DAPI viability: 1

How did O=C(OCC(=O)N1CCN(C(=O)c2ccco2)CC1)c1c(Cl)cccc1Cl do in these assays?
TAG inh: -18; TAG inh DAPI viability: -3

What do the screens show for `CCN(Cc1ccccc1)C(=O)CCc1nnc(CCCc2ccccc2)o1`?
TAG inh: -2; TAG inh DAPI viability: 0

How did O=C(CSc1ccc(C(F)(F)F)cn1)Nc1ccccc1 do in these assays?
TAG inh: -2; TAG inh DAPI viability: 5

Results for CCN(Cc1ccc2c(c1)OCO2)C(=O)CSc1ncnc2sccc12 ?
TAG inh: 20; TAG inh DAPI viability: 1

How did CCOC(=O)CNC(=O)c1ccc(C)cc1 do in these assays?
TAG inh: -17; TAG inh DAPI viability: 1

Results for Cc1ccc(/C=C2\Oc3c(ccc(O)c3CN3CCN(C)CC3)C2=O)cc1 ?
TAG inh: 2; TAG inh DAPI viability: 59

How did C[C@H]1CN=C(Nc2ccccc2)N1CC1CCCCC1 do in these assays?
TAG inh: 0; TAG inh DAPI viability: 13

How did COc1cc(C(=O)Nc2ncccc2C)ccc1OCC(=O)N1CCOCC1 do in these assays?
TAG inh: 6; TAG inh DAPI viability: 3

What do the screens show for `Cc1cccc(NC(=O)CN2CCN(C(=O)CNC(=O)c3ccc(-c4ccccc4)cc3)CC2)c1C`?
TAG inh: 5; TAG inh DAPI viability: -3

What do the screens show for `CC(=O)c1ccccc1C(=O)N1CCCC(CNC(=O)c2ccc(F)cc2)C1` (stereo not given)?
TAG inh: -12; TAG inh DAPI viability: 3

What do the screens show for `CCCOc1ccc(N2C(=O)CC(N3CCC(O)(c4cccc(C(F)(F)F)c4)CC3)C2=O)cc1` (stereo not given)?
TAG inh: 4; TAG inh DAPI viability: -9

How did Cc1ccc(/C=N/NC(=O)C(=O)N/N=C/c2ccc(C)o2)o1 do in these assays?
TAG inh: 6; TAG inh DAPI viability: -7

Results for Oc1c(Br)cc(Br)cc1C=NCc1ccccc1 ?
TAG inh: 5; TAG inh DAPI viability: 2

What do the screens show for `CC(=O)NCCNc1nc2cc(-c3ccccc3)sc2c(=O)n1C`?
TAG inh: 2; TAG inh DAPI viability: 6

How did O=S(=O)(c1ccccc1)N1CCN(Cc2c(O)ccc3ccccc23)CC1 do in these assays?
TAG inh: -21; TAG inh DAPI viability: -2

Results for O=c1[nH]ncc(NCCc2ccccc2)c1Cl ?
TAG inh: 7; TAG inh DAPI viability: -2

Results for CCCCSc1nc2ccc(Nc3nc(N4CCOCC4)nc(N4CCOCC4)n3)cc2s1 ?
TAG inh: 80*; TAG inh DAPI viability: 13*

What do the screens show for `COc1cc(OC)c(OC)cc1CNC(=O)c1ccc(S(=O)(=O)N2CC(C)OC(C)C2)cc1` (stereo not given)?
TAG inh: 2; TAG inh DAPI viability: 9

What do the screens show for `CCOC(=O)C(Cc1ccc(O)cc1)Nc1nc2ccccc2o1` (stereo not given)?
TAG inh: -9; TAG inh DAPI viability: 2

What do the screens show for `Cc1cccc(NC(=O)c2nc[nH]c2C(=O)N(C)Cc2ccccc2)c1`?
TAG inh: -13; TAG inh DAPI viability: 2

What do the screens show for `CCCCc1nc(SCc2ccc([N+](=O)[O-])cc2)n[nH]1`?
TAG inh: -4; TAG inh DAPI viability: -3

Results for COc1ccc(C2(O)CN(c3ccccc3)C3=[N+]2CCS3)cc1OC (stereo not given) ?
TAG inh: 2; TAG inh DAPI viability: -6

What do the screens show for `O=C(NCc1cccnc1)C12CC3CC(CC(Cl)(C3)C1)C2`?
TAG inh: 3; TAG inh DAPI viability: 2

How did Cc1cc2nc(C)c(Cc3ccccc3)c(=O)n2[nH]1 do in these assays?
TAG inh: -7; TAG inh DAPI viability: -6

How did CCOC(=O)c1ccc(NC(=O)CSc2nnc(-c3ccncc3)n2C)cc1 do in these assays?
TAG inh: 26; TAG inh DAPI viability: -10

What do the screens show for `CCOc1ccc(S(=O)(=O)N2CCC(C(=O)OCc3ccc(OC)cc3)CC2)cc1`?
TAG inh: -18; TAG inh DAPI viability: 3

How did O=C(Cc1cccs1)Nc1ccc(S(=O)(=O)N2CCCC2)cc1 do in these assays?
TAG inh: -22; TAG inh DAPI viability: -7

Results for CC1CCN(C(=O)c2ccccc2NC(=O)c2cccs2)CC1 ?
TAG inh: -9; TAG inh DAPI viability: -2

What do the screens show for `CCc1n(CC(O)COCc2ccccc2)c2ccccc2[n+]1C` (stereo not given)?
TAG inh: -1; TAG inh DAPI viability: 13

Results for FC(F)(F)c1ccc(Cl)c(-n2c(-c3cc(C4CC4)[nH]n3)n[nH]c2=S)c1 ?
TAG inh: 14; TAG inh DAPI viability: -8

How did CCCC(=O)N1CCC1(C)C(=O)NS(=O)(=O)c1cc(C)ccc1F (stereo not given) do in these assays?
TAG inh: -14; TAG inh DAPI viability: -12

How did O=C(CNc1cc([N+](=O)[O-])ccc1NCCO)Nc1cccc(S(=O)(=O)N2CCCCC2)c1 do in these assays?
TAG inh: 8; TAG inh DAPI viability: -1

How did O=C1NC(=Nc2ccc(O)cc2)S/C1=C\C=C\c1ccco1 do in these assays?
TAG inh: 45; TAG inh DAPI viability: -24

What do the screens show for `O=C(CSc1n[nH]c(-c2ccccc2F)n1)Nc1cc(F)ccc1F`?
TAG inh: 0; TAG inh DAPI viability: 7

What do the screens show for `CC(C(=O)NC(=O)NC1CCCCC1)N(C)CC(=O)Nc1ccc(F)c(F)c1F` (stereo not given)?
TAG inh: 10; TAG inh DAPI viability: -11

Results for COC(=O)C(Cc1ccccc1)NC(=O)CC(C)CC(=O)Nc1ccc(OC)cc1OC (stereo not given) ?
TAG inh: 3; TAG inh DAPI viability: 2

Filtered by structure, the entries above with bromine (two)
Results for CCC(=O)N(C)C[C@@H]1Oc2ncc(Br)cc2C(=O)N([C@@H](C)CO)C[C@H]1C ?
TAG inh: 7; TAG inh DAPI viability: 1

Results for Oc1c(Br)cc(Br)cc1C=NCc1ccccc1 ?
TAG inh: 5; TAG inh DAPI viability: 2

The listing continues:
How did CCOC(=O)c1c(NC(=O)COC(=O)CC(NC(C)=O)c2ccccc2)sc(C(=O)NC)c1C (stereo not given) do in these assays?
TAG inh: 11; TAG inh DAPI viability: -2

Results for CCCCCCC(=O)Oc1cccc(N2C(=O)C3CCCCC3C2=O)c1 (stereo not given) ?
TAG inh: 0; TAG inh DAPI viability: -4

Results for CN1CCC(N(C)C(=O)c2ccc(Cl)c(S(=O)(=O)N3CCCCC3)c2)CC1 ?
TAG inh: -9; TAG inh DAPI viability: 10

Results for CCOc1c2ccc(C(=O)NCc3ccc4c(c3)OCO4)cc2nn1CCOC ?
TAG inh: 2; TAG inh DAPI viability: 8

Results for COc1ccc(NC(=O)CC2SC(N3CCOCC3)=NC2=O)cc1OC (stereo not given) ?
TAG inh: -11; TAG inh DAPI viability: 3

What do the screens show for `CC1(C)Cc2c(cnn2-c2ccccc2)C(=O)/C1=N\NC(=O)c1ccccc1O`?
TAG inh: 0; TAG inh DAPI viability: 4

What do the screens show for `O=C(Nc1ccc(-c2csc(Nc3ccccc3)n2)cc1)c1cccc(C(F)(F)F)c1`?
TAG inh: 75*; TAG inh DAPI viability: -6.5*

What do the screens show for `N/C(COc1cc(Cl)cc(Cl)c1)=N\O`?
TAG inh: -13; TAG inh DAPI viability: 3

What do the screens show for `CC(C)NCC(O)COc1ccc(CCOCC2CC2)cc1` (stereo not given)?
TAG inh: 14; TAG inh DAPI viability: 3

What do the screens show for `Cn1cnnc1SCC(=O)N1CCN(C(=O)c2ccco2)CC1`?
TAG inh: -2; TAG inh DAPI viability: 3

What do the screens show for `COc1ccc(/C=C/C(=O)OCC(=O)NC2CCCCCC2)cc1OC`?
TAG inh: 3; TAG inh DAPI viability: 2

How did C=CCN1C(=O)/C(=C2/Sc3ccc(OC)cc3N2C)SC1=Nc1ccccc1 do in these assays?
TAG inh: 6; TAG inh DAPI viability: 38

What do the screens show for `O=C(c1ccc(NC2=NC3CS(=O)(=O)CC3S2)cc1)N1CCN(Cc2ccccc2)CC1` (stereo not given)?
TAG inh: 5; TAG inh DAPI viability: -1

What do the screens show for `COc1ccc(C2(c3ccc(OC)cc3)NC(=O)N(CC(=O)Nc3ccccc3C(F)(F)F)C2=O)cc1`?
TAG inh: 18; TAG inh DAPI viability: -5

How did O=[N+]([O-])c1ccc2c(c1)nc1n2CCN(CC2CCCO2)C1 (stereo not given) do in these assays?
TAG inh: 7; TAG inh DAPI viability: 0

How did O=C(CCn1c(=O)oc2ccccc21)N(Cc1ccccc1)c1ccccc1 do in these assays?
TAG inh: 5; TAG inh DAPI viability: 9

Results for Cc1cc(S(=O)(=O)Nc2ccc(C(=O)NCC(c3ccco3)N(C)C)cc2)ccc1F (stereo not given) ?
TAG inh: -17; TAG inh DAPI viability: 3

Results for O=C(O)c1ccccc1C(=O)Nc1ccc(Oc2cccc(C(F)(F)F)c2)nc1 ?
TAG inh: 9; TAG inh DAPI viability: -13

How did OC(CNC1Cc2ccccc2C1)COc1ccc(F)cc1 (stereo not given) do in these assays?
TAG inh: -9; TAG inh DAPI viability: 19

How did CCCn1c(=S)[nH]c2cc(Cl)ccc21 do in these assays?
TAG inh: 8; TAG inh DAPI viability: -4

What do the screens show for `COc1cc(C2c3sc(=O)[nH]c3SC3C(=O)N(c4ccc(Br)cc4)C(=O)C32)ccc1O` (stereo not given)?
TAG inh: 17; TAG inh DAPI viability: -12

How did Cc1cc2oc(=O)cc(CN3CCN(Cc4ccc5c(c4)OCO5)CC3)c2cc1C do in these assays?
TAG inh: -24; TAG inh DAPI viability: 14

What do the screens show for `O=C(c1ccccc1)N1CCN(S(=O)(=O)c2ccccc2)CC1`?
TAG inh: -8; TAG inh DAPI viability: 5

What do the screens show for `CC(C)CNC(=O)C1(C)CCCCCN1C(=O)c1cccnc1` (stereo not given)?
TAG inh: -8; TAG inh DAPI viability: 14

What do the screens show for `Cc1nnc(NC(=O)c2cc(-c3ccco3)nc3ccccc23)s1`?
TAG inh: 13; TAG inh DAPI viability: 8

Results for O=C1CNC(=S)N1CCc1ccc(O)c(O)c1 ?
TAG inh: 10; TAG inh DAPI viability: -5

Results for CNc1cc(N2CCCC2)ccc1[N+](=O)[O-] ?
TAG inh: 9; TAG inh DAPI viability: -6

How did CCCCNC(=S)NNC(=O)c1cc(-c2cccnc2)nc2ccccc12 do in these assays?
TAG inh: 8; TAG inh DAPI viability: -9

What do the screens show for `CC(C)Oc1ccccc1-c1cc(C(=O)N/N=C/c2cccnc2)c2ccccc2n1`?
TAG inh: -14; TAG inh DAPI viability: -2

What do the screens show for `CCN(CCn1cccn1)C(=O)c1cc(COc2cc(C)ccc2C)on1`?
TAG inh: 3; TAG inh DAPI viability: 4

What do the screens show for `N#CC(=NCc1cccnc1)C1=C(O)c2ccccc2C1=O`?
TAG inh: 1; TAG inh DAPI viability: 4

How did Cc1cccc(NC(=O)C2Cc3ccccc3CN2C(=O)OCc2ccccc2)c1C (stereo not given) do in these assays?
TAG inh: 3; TAG inh DAPI viability: -5

What do the screens show for `COc1ccc(C(=O)NCCS(=O)(=O)N(C)Cc2ccccc2)cc1`?
TAG inh: -6; TAG inh DAPI viability: 19

Among those listed so far, these have a Cl atom.
What do the screens show for `Fc1ccccc1Cc1ccc(Cl)nn1`?
TAG inh: 7; TAG inh DAPI viability: -7

What do the screens show for `NNC(=S)Nc1ccc(Cl)cc1`?
TAG inh: -32; TAG inh DAPI viability: -2

How did O=C(OCC(=O)N1CCN(C(=O)c2ccco2)CC1)c1c(Cl)cccc1Cl do in these assays?
TAG inh: -18; TAG inh DAPI viability: -3

Results for O=c1[nH]ncc(NCCc2ccccc2)c1Cl ?
TAG inh: 7; TAG inh DAPI viability: -2

What do the screens show for `O=C(NCc1cccnc1)C12CC3CC(CC(Cl)(C3)C1)C2`?
TAG inh: 3; TAG inh DAPI viability: 2

Results for FC(F)(F)c1ccc(Cl)c(-n2c(-c3cc(C4CC4)[nH]n3)n[nH]c2=S)c1 ?
TAG inh: 14; TAG inh DAPI viability: -8

Results for CN1CCC(N(C)C(=O)c2ccc(Cl)c(S(=O)(=O)N3CCCCC3)c2)CC1 ?
TAG inh: -9; TAG inh DAPI viability: 10

What do the screens show for `N/C(COc1cc(Cl)cc(Cl)c1)=N\O`?
TAG inh: -13; TAG inh DAPI viability: 3

How did CCCn1c(=S)[nH]c2cc(Cl)ccc21 do in these assays?
TAG inh: 8; TAG inh DAPI viability: -4

Source: PubChem (Sanford-Burnham Center for Chemical Genomics)

These rows are one share of the data (hit frequency here may not be typical).
